# GLS inhibitor – inhibitors of human glutaminase (GLS) | O94925 | GLS enzymatic activity, qHTS titration | Potency, µM (series often up to 45.5 µM), for inactives: at the top dose activity change, negative = inhibition, most hits filed as inhibitors | 0.21% of 410,000 active; active = well fitted inhibition curve with a large enough effect; inconclusive = small, poorly fitted or top-dose-only effect, or another doubt; inactive = no such curve, though single readings can be large or run the other way; note: potency is the fitted concentration of half-maximal effect
# Target sequence (O94925 whole entry, looked up): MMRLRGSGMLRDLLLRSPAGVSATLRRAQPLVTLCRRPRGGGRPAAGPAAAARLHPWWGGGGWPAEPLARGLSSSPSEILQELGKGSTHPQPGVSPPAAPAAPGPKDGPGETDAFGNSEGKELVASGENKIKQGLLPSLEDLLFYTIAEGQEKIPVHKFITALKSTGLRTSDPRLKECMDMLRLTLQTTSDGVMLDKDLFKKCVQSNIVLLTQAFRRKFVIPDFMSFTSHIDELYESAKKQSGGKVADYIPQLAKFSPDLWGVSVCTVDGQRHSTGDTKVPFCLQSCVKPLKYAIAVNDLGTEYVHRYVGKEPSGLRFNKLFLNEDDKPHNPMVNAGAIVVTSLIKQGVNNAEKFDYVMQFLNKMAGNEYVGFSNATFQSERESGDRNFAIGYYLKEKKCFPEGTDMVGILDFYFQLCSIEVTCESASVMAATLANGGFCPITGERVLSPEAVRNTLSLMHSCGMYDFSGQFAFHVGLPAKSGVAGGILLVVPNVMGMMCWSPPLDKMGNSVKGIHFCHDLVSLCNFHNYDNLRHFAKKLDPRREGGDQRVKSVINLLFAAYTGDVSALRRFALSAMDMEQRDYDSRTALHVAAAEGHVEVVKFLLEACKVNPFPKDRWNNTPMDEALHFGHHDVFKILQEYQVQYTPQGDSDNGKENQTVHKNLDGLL
#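 Assay buffer: 45 mM KH2PO4 pH 8.2, 0.02% Tween-20. hKGA acts on L-glutamine (1 mM solution added); product glutamate is reported by an oxidase/peroxidase Amplex Red coupling, with fluorescence taken at baseline and 30 min.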
# PI4K2A block – PI4K2A (human) kinase inhibition | activity change, negative = inhibition, % at 76.9 µM | AID 1346378 | 0.13% of 420,000 active | Q9BTU6 | purified PI4K2A, ADP-Glo luminescence, 1 h; stronger effect = lower value; in the data active = activity change below about -50%; inconclusive = mostly about -30% to -49%;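 note: -100% = wells without enzyme as full effect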
#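 ADP-Glo luminescence measured ADP generated by PI4K2A enzyme (4 ug/mL before mixing) with 1.2 mM PI substrate (pre-mix) and 300 microM ATP (pre-mix). Tris pH7.5 buffer with MgCl2, Triton X-100; 1 h reaction at ambient temperature.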
# * hit, by the source's call; ? = inconclusive; [ ] = remark or other dose. Unless noted, % is set by controls: 0 for no effect and ±100 for the full control effect. The list is partial, so the mix of outcomes need not match the whole.
# Results follow in this order: GLS inhibitor | PI4K2A block
COc1cccc(C(=O)NCC[N+](C)(C)C)c1
    -2% | 6
CCCCn1nnnc1C(c1cc2ccccc2o1)N1CCN(C(=O)OCC)CC1 (centres undefined)
    6% | 1
COc1ccccc1Cc1c(-c2ccco2)nc2c(C)cc(Br)cn12
    10% | ?
COC(=O)c1ccc(N2C(c3ccsc3)=Cc3cc4c(cc3C2CC(=O)c2ccco2)OCO4)cc1 (centres undefined)
    14% | -3
CCOC(=O)N1CCN(C(=O)C[C@@H]2C[C@@]3(C(=O)OC)CCCCC=C3N(Cc3ccco3)C2=O)CC1
    -4% | 1
CC(C)(C)C(=O)c1c(N)[nH]c(C(=O)c2ccccc2)c1-c1ccccc1Br
    22% | 0
CCc1ccc([C@H]2[C@@H]3C(=O)C[C@@H]4C(=O)N(C)C(=O)[C@@H]4[C@@H]3CN2S(=O)(=O)c2ccc(C)cc2)cc1
    3% | 2
CSc1ccc(CN2CCC2(C)C(=O)Nc2cnc3ccccc3c2)cc1 (centres undefined)
    3% | -2
CCCNC(=O)c1cc2c(c(-c3cccc(-c4ccc(F)cc4)c3)n1)[C@@H](CCO)N(S(=O)C(C)(C)C)C2 (some centres undefined)
    22% | -3
COc1cccc(CNC(=O)[C@@H]2CCCN2C(=O)[C@H]2CCCCN2)c1
    3% | -4
CCOC(=O)C1=C[C@@H](CC)N(S(=O)(=O)c2ccc([N+](=O)[O-])cc2)[C@H]1c1ccccc1
    -4% | 1
CCNC(=O)C1(C)CCN(C(=O)c2cc(F)cc(F)c2)C1 (centres undefined)
    18% | -4
Clc1cccc(CNc2ccn3nc(-c4ccccc4)cc3n2)c1
    3% | 1
OC(c1ccccc1)c1nc(-c2ccc(Cl)cc2)cs1 (centres undefined)
    5% | 1
O=NN(CC(=O)NNc1ccccc1)CC(=O)NNc1ccccc1
    34%[activator] | -6
O=C(Nc1ccc(Oc2ccccc2)cc1)c1ccc2sc([C@H]3C[C@H](O)[C@@H](CO)O3)nc2c1
    -2% | 1
C[C@@H](NC(=O)[C@@H]1CCCN1C(=O)[C@@H]1CCCN1)c1ccccc1
    3% | 2
COc1cc(C)ccc1S(=O)(=O)NC(=O)C1(C)CCN1C(=O)Cc1ccc(C(C)(C)C)cc1 (centres undefined)
    3% | -4
COc1ccccc1-c1ccc2c(c1)C(C)(Cc1cccc(F)c1)C(=O)N2 (centres undefined)
    -20% | 4
O=C(NCC1CCCCC1)c1cc(-c2cc(F)ccc2OCC2CCCO2)n[nH]1 (centres undefined)
    2% | -2
CCOC(=O)C1=CCN(S(=O)(=O)c2ccccc2C)C1c1cccc(C)c1 (centres undefined)
    -7% | -1
O=C(NCCN1CCC(n2c(=O)[nH]c3ccccc32)CC1)c1ccc(F)c(C(F)(F)F)c1
    3% | -3
OC(c1ccc(Cl)c(Cl)c1)c1ncc(-c2cccc(F)c2)[nH]1 (centres undefined)
    1% | 1
COc1ccc(NC(=O)C2(C)CCN2C(=O)CC2CCCC2)cc1OC (centres undefined)
    -9% | 1
c1ccc(CCNc2nc(-c3ccccc3)cs2)cc1
    -2% | -6
Cc1ccc(NC(=O)C2(C)CCN2C(=O)CC(c2ccccc2)c2ccccc2)cc1 (centres undefined)
    -18% | -2
CC1(C(=O)NS(=O)(=O)c2cccs2)CCN1C(=O)C1(c2ccc(Cl)cc2)CC1 (centres undefined)
    24% | -2
c1ccc2ncc(-n3ccnc3)cc2c1
    -3% | -2
Nc1ccn([C@@H]2O[C@H](C(=O)N[C@H](CO)c3ccccc3)[C@@H](O)[C@H]2O)c(=O)n1
    3% | 1
CCOC(=O)C1=CCN(S(=O)(=O)c2ccccc2F)C1c1cccc(Cl)c1 (centres undefined)
    1% | 3

# Pulled by compound from the list above:
# Results follow in this order: GLS inhibitor | PI4K2A block
CCOC(=O)C1=CCN(S(=O)(=O)c2ccccc2F)C1c1cccc(Cl)c1 (centres undefined)
    1% | 3
CCc1ccc([C@H]2[C@@H]3C(=O)C[C@@H]4C(=O)N(C)C(=O)[C@@H]4[C@@H]3CN2S(=O)(=O)c2ccc(C)cc2)cc1
    3% | 2
Clc1cccc(CNc2ccn3nc(-c4ccccc4)cc3n2)c1
    3% | 1

# The main list resumes; the two compounds before the break are reprinted first.
# Results follow in this order: GLS inhibitor | PI4K2A block
Nc1ccn([C@@H]2O[C@H](C(=O)N[C@H](CO)c3ccccc3)[C@@H](O)[C@H]2O)c(=O)n1
    3% | 1
CCOC(=O)C1=CCN(S(=O)(=O)c2ccccc2F)C1c1cccc(Cl)c1 (centres undefined)
    1% | 3
CCCCC(=O)N(C)c1c(C)nc2ccc(C(=O)N3CCCCC3)cn12
    8% | -7
COc1ccc(CN2C[C@@H](CO)O[C@@H](n3cnc4c(N5CCCC5)ncnc43)C2)cc1
    -1% | -2
COc1ccc(Cl)cc1CNC[C@H]1O[C@@H](n2cnc3c(=O)[nH]c(N)nc32)[C@H](O)[C@@H]1O
    0% | -5
COc1ccc(-c2csc(C(C)(O)c3cccc(F)c3)n2)cc1 (centres undefined)
    6% | -2
COCCNC(=O)C1CCCN(C(=O)COCc2ccccc2)CC1 (centres undefined)
    5% | -3
CCc1ccc([C@H]2[C@@H]3C(=O)C[C@@H]4C(=O)N(CC)C(=O)[C@@H]4[C@@H]3CN2S(=O)(=O)c2ccc(C)cc2)cc1
    2% | -2
Cc1ccc(S(=O)(=O)NC(=O)C2(C)CCN2C(=O)C2(c3ccc(Cl)cc3)CC2)nc1 (centres undefined)
    10% | -3
CN(C)C1CN(Cc2cn(Cc3cccc(Cl)c3)nn2)S(=O)(=O)C1 (centres undefined)
    2% | -1
CC(C)(C)OC(=O)N1CCCN(C(c2ccnc3ccccc23)c2nnnn2-c2ccc3c(c2)OCCO3)CC1 (centres undefined)
    -1% | -6
Cn1c(=O)c2cc(NC(=O)NCCc3ccccc3)ccc2n1Cc1ccccc1
    28% | -3
CN1CCN(C(c2ccccc2)c2nnnn2C(C)(C)C)CC1 (centres undefined)
    -5% | -1
Cc1ccccc1-c1cc2nc(NCCN3CCCC3)n(C)c(=O)c2s1
    -2% | 0
Cc1nc(C(F)(F)F)ccc1C(=O)N1CCC1(C)C(=O)NS(=O)(=O)c1ccccc1Cl (centres undefined)
    -20% | 0
CN1CCN([C@@H]2CS(=O)(=O)N[C@H]2COCc2ccccc2)CC1
    -3% | 2
C/C=C1\NC(=O)[C@H](C)NC(=O)[C@@H](NC(=O)[C@H](Cc2ccc(O)cc2)NC(=O)[C@@H](NC(=O)/C(C)=C/C)C(C)C)[C@@H](C)OC(=O)[C@H](CCCc2ccc(O)cc2)NC(=O)[C@@H](CCC(=O)OC)NC1=O
    -7% | 1
O=C(NCc1ccccn1)[C@@H]1CCCN1C(=O)[C@@H]1CCCN1C(=O)c1cccc(Cl)c1
    2% | 5
CC(=O)Nc1cccc(-c2ccnc3c2CC(C)(C(=O)Nc2cccc(Oc4ccccc4)c2)O3)c1 (centres undefined)
    5% | -1
COc1cccc(-c2cc3nc(NCCOc4ccccc4Cl)n(C)c(=O)c3s2)c1
    -2% | 5
NC(=O)c1cccc(-c2coc3c(C(=O)NCc4cccnc4)cccc23)c1
    3% | 65
CC(=O)Nc1ccc(C(=O)N2CCCC(c3cc(C(=O)NCc4ccccc4)no3)C2)cc1 (centres undefined)
    -8% | 1
COc1ccc(OCCN2CCC(C(=O)NC(c3ccc(Cl)cc3)c3cccnc3)CC2)cc1 (centres undefined)
    20% | -1
O=C(NCc1ccco1)c1cccc2c(-c3ccc(F)c(F)c3)coc12
    2% | -5
O=C(Nc1cccc(OC(F)(F)F)c1)C1Cc2c(-c3ccco3)ccnc2O1 (centres undefined)
    2% | -3
O=C(NCc1ccc(Cl)c(Cl)c1)c1cc(C2CCCCN2C(=O)C2CCCCC2)on1 (centres undefined)
    -5% | -3
CCc1nc2c(OCCOc3ccc(F)cc3)cccn2c1N(C)C(=O)c1cccs1
    2% | -1
OCCCc1ccccc1
    -2% | 3
COc1ccc2[nH]cc(CCNC(=O)/C=C/[C@H]3O[C@@H](n4cnc5c(NC(=O)c6ccccc6)ncnc54)[C@H](O)[C@@H]3O)c2c1
    11% | 3
CCCCCCC=C1CCC(CN2CCCC2)C1=O (centres undefined)
    2% | 6
Cc1ccc(C(O)c2ncc(-c3ccccc3Cl)[nH]2)cc1F (centres undefined)
    -2% | -6
CN1CCCC1(C)C(=O)NCc1ccc(F)cc1Cl (centres undefined)
    5% | 8
Cc1cc2nc(-c3cccc(Br)c3)c(Cc3ccsc3)n2c(C)c1Br
    -22% | -1
CC(C)(C)NC(=O)C1c2ccccc2OCC(=O)N1CC(F)(F)F (centres undefined)
    0% | -1
Cc1ccccc1-c1ccc(CN2C(C(C)C)C(=O)N(Cc3cn(CCC4OCCO4)nn3)CCS2(=O)=O)cc1 (centres undefined)
    0% | -4
O=C1NC[C@@H](CCCCN2CCN(CCc3ccccc3)C(=O)C2=O)N(Cc2ccccc2)C1=O
    -3% | 1
CC1(C(=O)NS(=O)(=O)C2CC2)CCCN(C(=O)c2ccc3c(c2)OCO3)C1 (centres undefined)
    -1% | -1
COc1cccc(NC(=O)Nc2nnc([C@@H]3C[C@H](O)[C@@H](CO)O3)s2)c1
    1% | -3
Cc1ccc(F)cc1C(=O)N1CCCCC1c1cc(C(=O)NC(C)C)no1 (centres undefined)
    7% | -3
Cc1ccc(F)cc1-c1nc(NCC2CC2)nc2ccsc12
    -1% | -1
COCCN1C(=O)c2ccccc2C1c1nnnn1-c1ccc2c(c1)OCCO2 (centres undefined)
    -14% | 4
OC[C@@H]1CN(Cc2ccc(Cl)cc2)C[C@H](n2cnc3c(NC4CCC4)ncnc32)O1
    -2% | 4
CCOC(=O)C1(C)CCCN(C(=O)c2ccc(N(C)C)cc2)C1 (centres undefined)
    47%[activator] | -2
CC(C)CN1CCN(C(=O)COC(=O)c2ccc(S(C)(=O)=O)c([N+](=O)[O-])c2)CC1
    -13% | -2
O=C(NCc1cccs1)c1ccc2sc(C3=C[C@@H](O)[C@@H](O)[C@@H](CO)O3)nc2c1
    -12% | -6
Cc1cc(C)cc(Cn2cc(CN3CC(N4CCSCC4)CS3(=O)=O)nn2)c1 (centres undefined)
    -1% | -7
Cc1nc2c(OCc3ccc(F)c(F)c3)cccn2c1N(C)C(=O)CCC1CCCC1
    -5% | 2
COc1cccc(NC(=O)C2(C)CCN2Cc2ccc(SC)cc2)c1 (centres undefined)
    1% | 3
CCOC(=O)C1(C)CCN1C(=O)c1ccc(N(C)C)cc1 (centres undefined)
    8% | -2
NC(c1csc(NC(=O)Nc2cccc(Cl)c2)n1)c1ccccc1Cl (centres undefined)
    11% | -2
CN(Cc1ccc(Cl)cc1)C(C(=O)NC1CCCCC1)c1cc2ccccc2o1 (centres undefined)
    4% | -1
COc1ccc(NC(=O)c2cccc3c(-c4ccc(O)c(OC)c4)coc23)cc1
    4% | 0
COCCc1ccc(OC2(C)CCN(Cc3cccc(OC)c3OC)C2)cc1 (centres undefined)
    10% | 0
CCc1nc2ccc(C(=O)NCc3ccc4c(c3)OCO4)cn2c1N(CCC(C)C)CCN(C)C
    11% | 0
CCNC(=S)Nc1ccc2c(c1)c(=O)n(C)n2CC=C(C)C
    -6% | -9
COC(=O)c1ccc2cc(C)cc(C)c2n1
    -4% | -1
CCOc1ccc(-c2cncc3nccn23)cc1
    -10% | -1
CCCS(=O)(=O)NC(=O)C1(C)CCN(C(=O)c2c(F)ccc(C)c2F)C1 (centres undefined)
    9% | 0
CC(=O)NCCNC(=O)Cn1nnc(-c2ccccc2)c1COc1ccc2ccccc2c1
    -6% | 3
COCCNc1nc(NCc2cccs2)nc2ccsc12
    -2% | -3
CN1OC[C@@H]2CN(S(=O)(=O)c3cccc(C(F)(F)F)c3)[C@H](c3ccc(N4CCCCC4)cc3)C[C@@H]21
    3% | 1
OC(c1ccc(F)cc1)c1ncc(-c2ccc(Oc3ccccc3)cc2)[nH]1 (centres undefined)
    4% | -4

# Record cards (already shown).
# `COC(=O)c1ccc(N2C(c3ccsc3)=Cc3cc4c(cc3C2CC(=O)c2ccco2)OCO4)cc1` (centres undefined) as listed: GLS inhibitor = 14%; PI4K2A block = -3
# `O=C(Nc1ccc(Oc2ccccc2)cc1)c1ccc2sc([C@H]3C[C@H](O)[C@@H](CO)O3)nc2c1` as listed: GLS inhibitor = -2%; PI4K2A block = 1

# Additional compounds follow:
# Results follow in this order: GLS inhibitor | PI4K2A block
CC(=O)Nc1cc(-c2cccc(N)c2)cn2c(-c3ccc(C(C)=O)cc3)cnc12
    ? | -16
CCOC1CCCc2oc(-c3ccc(OC)cc3)c(C#CCCO)c21 (centres undefined)
    -2% | 3
O=c1ccn([C@@H]2O[C@H](CNCc3cccc4c3sc3ccccc34)[C@@H](O)[C@H]2O)c(=O)[nH]1
    -1% | -2
CN(C)C(=O)c1cccc(-c2cc(NC=O)c3ncc(-c4ccc(F)c(Cl)c4)n3c2)c1
    -2% | -8
O=C1C(=Cc2cccc(Cl)c2)Cc2ccccc21
    -23% | 3
O=C(NCc1ccccc1)C1c2ccccc2OCC(=O)N1CCCN1CCOCC1 (centres undefined)
    -5% | -1
O=C(NCc1cccnc1)c1csc([C@@H]2O[C@H](CO)[C@H](O)[C@H](O)[C@H]2O)n1
    4% | -1
CCCCOc1ccc(S(=O)(=O)NC(=O)C2(C)CCN2C(=O)Cc2cccs2)cc1 (centres undefined)
    3% | -6
O=C(Nc1ccc(N2CCOCC2)cc1)c1csc([C@@H]2O[C@H](CO)[C@H](O)[C@H](O)[C@H]2O)n1
    47%[activator] | -4
